POLB inh = inhibitors of human DNA polymerase beta. Pol beta primer extension/strand displacement, fluorescence kinetic. Potency, µM (titrated, usually from 114 µM), without a hit: at the highest dose activity change, negative = inhibition, hits mostly inhibitors. 340,000 compounds, 1.3% hits; also: % is scaled to controls: 0 for no effect and ±100 for the full control effect
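Pol beta (10 nM) and compounds were preincubated 15 min at room temperature, then 50 nM substrate (final) started primer extension/strand displacement. Reads were taken at 0 and 10 min; concentration-response data were fitted to a four-parameter Hill equation.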
Pol eta inh = blocks human DNA polymerase eta activity; 390,000 compounds, 1.2% hits; AID 588591; recombinant Pol eta, fluorescent DNA replication assay; Potency, µM (highest dose often 114 µM), inactives show at the highest dose activity change, negative = inhibition, usual class: inhibitors; Q9Y253; also: % is scaled to controls: 0 for no effect and ±100 for the full control effect
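Pol eta at 10 nM preincubated with compounds 15 min at room temperature; reaction started with fluorescent substrate (50 nM final) and read kinetically at 0 and 10 min.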
G9a block = G9a (human) methyltransferase inhibition | Q96KQ7 | G9a H3K9 monomethylation, AlphaScreen, 2 h | Potency, µM (highest dose often 102 µM), for inactives: at the highest dose activity, negative = inhibition, hits mostly inhibitors | 350,000 compounds, 8.8% hits; also: % is scaled to controls: 0 for no effect and ±100 for the full control effect; nearly all actives have a fitted effect of over 75% in size
Target sequence (Q96KQ7 913-1193 limits assumed): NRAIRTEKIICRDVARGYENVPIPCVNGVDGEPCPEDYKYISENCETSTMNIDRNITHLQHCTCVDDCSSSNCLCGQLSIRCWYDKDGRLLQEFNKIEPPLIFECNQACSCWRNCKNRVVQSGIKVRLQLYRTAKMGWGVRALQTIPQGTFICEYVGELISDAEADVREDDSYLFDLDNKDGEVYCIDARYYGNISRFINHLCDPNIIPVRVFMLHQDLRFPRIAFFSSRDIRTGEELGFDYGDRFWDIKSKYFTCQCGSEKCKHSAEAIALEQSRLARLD
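Using a bead-based AlphaScreen, monomethylated H3K9 product from 2 h room-temperature reactions (G9a 20 nM, peptide 500 nM, SAM 20 uM) was detected with 0.5 ug/mL rabbit anti-H3K9me1 antibody.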
POLK inh = inhibitors of human DNA polymerase kappa | AID 588579 | Q9UBT6 | purified Pol kappa, fluorescent DNA synthesis assay, 10 min | 400,000 compounds, 0.53% hits | Potency, µM (doses to about 107 µM), for inactives: at the top dose activity, negative = inhibition, usual class: inhibitors; also: % is scaled to controls: 0 for no effect and ±100 for the full control effect
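First, compounds were pin-transferred onto 10 nM Pol kappa. After 15 min at room temperature, substrate was added to 50 nM final. Fluorescence was then measured kinetically at 0 and 10 min.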
POLI inh = DNA polymerase iota (human) inhibition | AID 588590 | 390,000 compounds, 1% hits | Potency, µM (series often up to 115 µM), for the others: at the highest dose activity, negative = inhibition, usual class: inhibitors | Pol iota fluorescent replication assay, 10 min
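Pol iota at 10 nM preincubated 15 min with compounds at room temperature; reaction started with fluorescent substrate, 50 nM final. Fluorescence read kinetically at 0 and 10 min; buffer-only wells as negative control.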
BLM inh = Bloom syndrome helicase (human) inhibition | 350,000 compounds, 0.2% hits | P54132 | Potency, µM (highest dose often 56.1 µM), without a hit: at the highest dose activity change, negative = inhibition, usual class: inhibitors | recombinant BLM DNA unwinding, fluorescence dequenching;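 also: plate controls were vehicle for no effect and no enzyme for full effect; nearly all actives have a fitted effect of over 35% in size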
Apoferritin bind = binds horse apoferritin like a general anesthetic; P02791; apoferritin/1-aminoanthracene competitive binding, fluorescence; Potency, µM (titrated, usually from 77.5 µM), without a hit: top-dose activity change, negative = displacement, most hits filed as inhibitors; 350,000 compounds, 0.074% hits; AID 485281; also: % is scaled to controls: 0 for no effect and ±100 for the full control effect; nearly all actives have a fitted effect of over 20% in size
Target sequence (P02791 2-175 limits assumed): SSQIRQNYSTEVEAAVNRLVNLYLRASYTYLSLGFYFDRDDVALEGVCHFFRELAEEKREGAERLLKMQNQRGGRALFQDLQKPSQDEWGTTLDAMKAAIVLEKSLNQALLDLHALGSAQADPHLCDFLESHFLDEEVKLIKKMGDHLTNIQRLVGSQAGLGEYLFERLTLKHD
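Horse-spleen apoferritin (10 uM) in 50% saturated 1-aminoanthracene in PBS was incubated 10 min at room temperature with compound. Fluorescence (ex 380, em 535 nm) was normalized to free and bound 1-AMA, with concentration-response fitted by a four-parameter Hill equation.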
BAZ2B block = blocks human BAZ2B; 360,000 compounds, 4.4% hits; AID 504333; Q9UIF8; AlphaScreen BAZ2B-H3K14Ac peptide displacement; Potency, µM (top dose mostly 114 µM), inactives show at the highest dose activity change, negative = inhibition, most hits filed as inhibitors; also: % is scaled to controls: 0 for no effect and ±100 for the full control effect; nearly all actives have a fitted effect of over 60% in size
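Complex of BAZ2B and biotin-H3K14Ac (50 nM apiece) forms over 30 min at RT, then faces library compounds up to 110 uM for another 30 min; AlphaScreen beads added, 20 min dark incubation, luminescence read.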
APEX1 inh = inhibitors of human APE1 endonuclease; AID 2517; P27695; 350,000 compounds, 0.35% hits; Potency, µM (titrated, usually from 65.8 µM), for inactives: at the top dose activity change, negative = inhibition, hits mostly inhibitors; recombinant APE1, TAMRA/BHQ-2 abasic DNA cleavage fluorescence;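 also: plate controls were vehicle for no effect and reference inhibitor for full effect; nearly all actives have a fitted effect of over 55% in size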
Target sequence (P27695 whole entry, looked up): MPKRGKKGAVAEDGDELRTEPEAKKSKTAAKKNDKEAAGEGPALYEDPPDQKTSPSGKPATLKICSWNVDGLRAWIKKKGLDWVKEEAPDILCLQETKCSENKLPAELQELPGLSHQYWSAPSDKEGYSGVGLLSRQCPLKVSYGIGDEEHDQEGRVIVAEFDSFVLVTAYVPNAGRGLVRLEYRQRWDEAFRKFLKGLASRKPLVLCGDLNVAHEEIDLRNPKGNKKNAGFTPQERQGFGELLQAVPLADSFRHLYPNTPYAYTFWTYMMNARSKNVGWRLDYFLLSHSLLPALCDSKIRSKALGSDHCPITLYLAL
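Quantitative HTS: incision of a TAMRA/BHQ-2 double-stranded substrate bearing a tetrahydrofuran abasic site by 0.75 nM APE1 raises fluorescence. Substrate 50 nM final, added after 15 min compound preincubation at room temperature; progress as third-minus-first kinetic read difference.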
The depositor's hits bear a star; ? = inconclusive; / = no result given; [ ] = another dose, or the depositor's remark. Calls follow the shape of the dose curve; as a rule, active = well fitted curve in the direction sought with a large enough effect; inconclusive = small, poorly fitted or top-dose-only effect, or another doubt; inactive = no such curve, though single readings can be large; an effect the other way counts as inactive or inconclusive. Potency is read from the fitted curve at half-maximal effect. A portion of the library, so the mix of outcomes need not match the whole.

SMILES	POLB inh	Pol eta inh	G9a block	POLK inh	POLI inh	BLM inh	Apoferritin bind	BAZ2B block	APEX1 inh
COc1ccc(C2CC(c3cccs3)=NN2c2ccccc2)cc1 (configuration not stated)	16%	-15%	400%[activator]	-1%	158%[activator]	-11%	63%[activator]	159%[activator]	-6%
COc1ccc(CNC(=O)Nc2ccc3c(c2)N(C)C(=O)CS3)cc1	0%	-11%	5%	-14%	7%	-8%	-3%	-17%	19%
COC(=O)c1sccc1NC(=O)C1CC=CCC1C(=O)O (configuration not stated)	-21%	-1%	-27%[12.7 µM]	-7%	23%	-7%	2%	5%	-1%
Nc1nonc1C(=O)OCC(=O)N1CCOCC1	-1%	-10%	4%[59 µM]	-6%	27%	0%	-5%	3%	10%
Cc1cc(=O)oc2cc(NS(=O)(=O)c3ccc(F)cc3)ccc12	?	-16%	17%	-8%	-3%	-3%	425%[activator]	5%	-1%
CCCn1c(=N)n(CC(=O)OCC)c2ccccc21	2%	-3%	-16%[59 µM]	-2%	10%	-3%	-10%	8%	6%
Cn1cc(CC(=O)NC2CCCCC2)c2ccccc21	2%	-20%	-5%	-3%	11%	-2%	-18%	-25%	6%
CC(NC(=O)COC(=O)c1ccc2ccccc2n1)C1CC2CCC1C2 (configuration not stated)	28%	-15%	5%	-7%	89%[activator]	-3%	?	-6%	10%
O=C(O)c1nn(-c2cccc(Cl)c2)c(=O)cc1O	-20%	-11%	/	-17%	15%	-3%	-5%	?	9%
CCCCCOc1ccc(Cn2c(=O)oc3ccc(C)cc32)cc1OC	-28%	-12%	114%[activator][59 µM]	-7%	-8%	-10%	46%[activator]	96%[activator]	/
O=C(NCCc1nnc2ccc(NCc3ccc(F)cc3)nn12)c1ccccc1	-10%	-1%	-44%	0%	2%	-3%	-5%	/	-7%
CCCSc1ccc([C@@H]2[C@@H]3C(=O)N(C)C(=O)[C@@H]3[C@]3(C(=O)OC)CCCN23)cc1OC	/	-13%	-9%[2.33 µM]	-7%	10%	/	/	?	-25%
COc1cc(OC)c(OC)cc1/C=C/c1nc2cc3ccccc3cc2c(=O)n1-c1ccc(Cl)cc1	16%	-10%	?	-14%[60.1 µM]	?	4%	1%	?	/
COc1cc(/C=N/NC(=S)Nc2cccc(S(=O)(=O)N(C)C)c2)cc(OC)c1O	-11%	-16%	3%[59 µM]	-2%	-23%	-11%	-9%	-32%	?
CN1CCc2c(sc(NC(=O)CS(=O)(=O)c3ccc(F)cc3)c2C(N)=O)C1	/	-10%	50µM*	-8%	42%[activator]	/	/	0%	10%
COc1ccc(C(=O)Nc2cc3c4c(c2)C(C)C(=O)N4CCC3)cc1 (configuration not stated)	/	-19%	-32%	-5%	5%	/	/	-23%	8%
COc1ccc(Cl)cc1C(=O)Nc1ccc(-c2nnc3n2CCCCC3)cc1	8%	1%	2%[59 µM]	-5%	-4%	0%	1%	-2%	/
O=C(Oc1cccc(-c2cnc3ccccc3n2)c1)c1ccco1	-4%	?	-48%[59 µM]	-3%	?	-9%	?	1%[57.1 µM]	-5%
COC(=O)c1ccc(OCC2c3cc(OC)c(OC)cc3CCN2C(=O)c2ccc(OC)cc2)cc1 (configuration not stated)	-1%	-14%	-47%[59 µM]	-17%[60.1 µM]	3%	-8%	36%[activator]	?	/
O=S(=O)(Nc1ccc2nc(-c3ccc(Br)o3)[nH]c2c1)c1ccccc1	-10%	/	3%[12.7 µM]	/	/	-6%	-19%	?	-6%
CCC(CC)NC(=O)c1cccc(NC(=O)C(C)C)c1	17%	-7%	12%[59 µM]	7%	-5%	1%	3%	5%	5%
C[C@H](CO)N1C[C@H](C)[C@@H](CN(C)C(=O)NC2CCCCC2)Oc2c(NC(=O)CCC(F)(F)F)cccc2C1=O	/	2%	/	-9%	-14%	/	/	/	8%
COc1cc(CNC(C)C)c(Br)cc1OC1CCCC1	-8%	1%	-31%	0%	111%[activator]	2%	-10%	-10%	-2%
Cc1ccc(NC(=O)/C=C/c2ccc([N+](=O)[O-])s2)c(C)c1	1%	-10%	-23%[59 µM]	6%	-6%	-6%	-18%	-2%	6%
OC(Cc1ccncc1)(c1ccccc1)c1ccccc1	/	-9%	17%[2.33 µM]	-6%	18%	/	/	-4%	13%

Given with values under each structure: 2 of the compounds above.
Fields: POLB inh	Pol eta inh	G9a block	POLK inh	POLI inh	BLM inh	Apoferritin bind	BAZ2B block	APEX1 inh
COc1cc(CNC(C)C)c(Br)cc1OC1CCCC1
→ -8%	1%	-31%	0%	111%[activator]	2%	-10%	-10%	-2%
O=C(O)c1nn(-c2cccc(Cl)c2)c(=O)cc1O
→ -20%	-11%	/	-17%	15%	-3%	-5%	?	9%

Next part.
SMILES	POLB inh	Pol eta inh	G9a block	POLK inh	POLI inh	BLM inh	Apoferritin bind	BAZ2B block	APEX1 inh
Cc1nc2ccccc2n1CC(=O)N/N=C/c1cccnc1	2%	-4%	0%	6%[60.1 µM]	2%	-2%	-2%	-22%	-3%
C=C(C)Cn1c(C)cc(C)c(S(=O)(=O)c2ccc(C)cc2)c1=O	-25%	-16%	347%[activator]	4%	10%	-11%	45%[activator]	42%[activator]	-1%
COc1ccccc1-c1nc2ccccc2nc1-c1ccccc1	0%	0%	-8%[59 µM]	-9%[60.1 µM]	-3%	-6%	5%	6%	-5%
CCOC(=O)C1=CN(CC)S(=O)(=O)NC1c1ccc(F)c(Cl)c1 (configuration not stated)	/	-7%	/	-19%	14%	/	/	/	2%
CC(C)N1CCC(N2CCN(Cc3cc4c(cc3Cl)OCO4)CC2CCO)CC1 (configuration not stated)	-23%	-16%	13%	4%	59%[activator]	3%	-13%	-18%	2%
O=C(COc1ccc(Cl)cc1Cl)Nc1ccccc1NS(=O)(=O)c1cccs1	?	5%	?	-22%	12%	-6%	-11%	?	3%
Cn1c(=O)c2c(nc(N3CCN(c4ccccc4)CC3)n2CCCc2ccccc2)n(C)c1=O	3%	-10%	-10%[12.7 µM]	-6%	7%	0%	-3%	-24%	2%
CC(=O)N1CCN(c2ccc(NC(=O)c3ccc([N+](=O)[O-])o3)cc2Cl)CC1	12%	-21%	9%[59 µM]	-21%	?	-4%	6%	-14%	23%[12.4 µM]
COc1ccc(NC(=O)C2CCCN(c3cnccn3)C2)cc1 (configuration not stated)	14%	-11%	-3%	-1%	-17%	0%	-3%	-29%	41%
CCOC(=O)c1c(-c2cccc([N+](=O)[O-])c2)csc1NC(=O)C1CCCCC1	-24%	1%	?	-8%	?	-3%	-6%	-25%	-5%
COc1ccc(C(=O)NC(C(=O)N2CCN(c3ccccc3O)CC2)C(C)C)cc1 (configuration not stated)	43%	-22%	-10%	6%	85%[activator]	-1%	4%	-23%	17%
CC1CCN(C(=O)c2ccc(S(=O)(=O)N(C)C)cc2)C(C)C1 (configuration not stated)	0%	-5%	7%	0%	?	-2%	-1%	4%	3%
O=C1OC(Cc2ccccn2)C(O)=C1C1=NCCCCN1 (configuration not stated)	4%	-4%	20%[59 µM]	-13%	155%[activator]	1%	5%	7%	7%
Cc1ccc(Cn2nnc3c(=O)n(CC(=O)NCc4ccc5c(c4)OCO5)cnc32)cc1	13%	-1%	6%[59 µM]	-5%	-16%	-8%	-13%	-1%	-5%
CCN(CC)CCNC(=O)c1cc(-c2cccnc2)nc2ccc(S(=O)(=O)N3CCC(C)CC3)cc12	20%	-9%	/	4%	9%	3%	-5%	-10%	5%
Cc1ccc(S(=O)(=O)NC(=O)COc2ccccc2)cc1	15%	4%	-23%	-13%	-15%	-2%	-1%	-11%	-3%
S=C(Nc1cccc(Cl)c1Cl)Nn1cnnc1	30%	1%	4µM*	-6%	43%[activator]	3%	0%	?	3%
Cc1cc(C(=O)NC2CC(C)(C)Cc3c2cnn3-c2ccccc2)n(C)n1 (configuration not stated)	0%	-16%	-10%	-5%	22%	-1%	-7%	-14%	17%
Cc1cc(C)n(CC(=O)N/N=C/c2cccc([N+](=O)[O-])c2)n1	28%	-2%	11%[59 µM]	4%	10%	-4%	5%	4%	7%
COc1cccc(NC(=O)C2CCCN(S(=O)(=O)c3c(C)nn(C)c3C)C2)c1 (configuration not stated)	29%	-15%	-7%[59 µM]	-4%	-14%	-2%	2%	/	/
CS(=O)(=O)N(CC(=O)NC1CCCCC1)Cc1ccc(F)cc1	0%	-18%	-3%	2%	88%[activator]	-4%	-4%	-18%	6%
Cc1ccc(S(=O)(=O)NC2CCCCC2)c2nsnc12	-6%	-19%	0%	-2%	-9%	-1%	?	-27%	11%
CCN(C[C@H]1N[C@@](C)(C(=O)OC)[C@H]2C(=O)N(C)C(=O)[C@@H]12)C(=O)c1ccc(F)cc1	/	-9%	/	10%	21%	/	/	/	36%
FC(F)(F)c1ccccc1NC(=S)N1CCN(Cc2ccc3c(c2)OCO3)CC1	-4%	-1%	-29%	-1%	-2%	-5%	-9%	?	2%
COc1ccc(-c2cc(-c3ccccc3)nc3c2COc2ccc(Cl)cc2-3)cc1	18%	-4%	2%[59 µM]	11%	17%	-5%	2%	-15%	/
SMILES	POLB inh	Pol eta inh	G9a block	POLK inh	POLI inh	BLM inh	Apoferritin bind	BAZ2B block	APEX1 inh
COc1cc(C(=O)Nc2scc(-c3ccc(Br)cc3)c2C(=O)O)cc(OC)c1OC	-1%	?	?	-91%[60.1 µM]	-18%	-1%	1%	?	49%[activator]
O=C(CNC(=O)c1ccc(Br)cc1)N=Nc1c(O)[nH]c2ccc([N+](=O)[O-])cc12	?	-17%	?	-13%	?	-16%	?	-25%	40%
O=C(Nc1ccc(F)cc1)c1ccc(-n2ccnc2)nc1	1%	-1%	25%[12.7 µM]	3%	3%	-1%	-9%	1%	-2%
O=C(CC1NCCNC1=O)Nc1ccc2c(c1)OCO2 (configuration not stated)	6%	-3%	-1%[12.7 µM]	-15%	11%	-2%	-5%	-33%	-2%
Cc1ccc(COc2cccc3cc(-c4noc(-c5ccc(C)cc5)n4)c(=O)oc23)cc1	2%	-10%	3%[59 µM]	3%	14%	-6%	-5%	-1%	/
CN(Cc1ccccc1)C(=O)c1cc2c(s1)-c1ccc(Cl)cc1SC2	8%	-25%	72%[activator][59 µM]	0%	35%[activator]	-7%	1%	40%[activator]	/
CCOc1ccccc1NC(=O)c1cc(=O)c2ccccc2o1	0%	-1%	-2%	-6%	3%	0%	3%	-10%[57.1 µM]	39%

From PubChem
